# PKA kinase inh: inhibitors of human PKA kinase activity, primary screen, biochemical, ATP-depletion luminescence, Kemptide substrate | cAMP-dependent protein kinase catalytic subunit alpha (Homo sapiens), P17612 | actives 0.1% (n = 65,000) | PKA Kemptide phosphorylation, Kinase-Glo ATP luminescence | AID 524, 2006 | inhibition, % at 6 µM;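 active = inhibition above the screen-wide mean inhibition plus 3 SD, cut at about 21% in these data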; also: many of its hits are not listed in these tables
# Jurkat viability: cytotoxicity toward Jurkat T cells, primary screen, cytotoxicity control, cell-based, Jurkat E6.1, 60K MLSMR library; Jurkat E6.1 viability, ATP luminescence, 48 h; actives 1.2% (n = 56,000); inhibition, % at 4 µM;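 active = inhibition above the mean inhibition of all tested compounds plus 3 SD, cut at about 28% in these data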
# TNAP act DEA: human TNAP enzyme activators, primary screen, biochemical, luminescent, intermediate phosphate acceptor level; Alkaline phosphatase, tissue-nonspecific isozyme (Homo sapiens), P05186; purified TNAP, CDP-star luminescence, 100 mM DEA, 30 min; stronger effect = higher value; scale: 0 levamisole-inhibited, 1 vehicle-only enzyme; activation factor at 20 µM; 64,000 tested, under 10 active; AID 813, 2007;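 active = activation factor of at least 2 at 20 µM, relative to controls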
# HEK293 NFkB inh: inhibitors of PMA/ionomycin-induced NF-kB reporter, primary screen, antigen receptor NF-kB inhibitor project, cell-based, HEK-293 luciferase reporter, luminescence; HEK-293 NF-kB luciferase reporter; inhibition, % at 3 µM; actives 0.21% (n = 62,000);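 active = inhibition above the mean of all tested compounds plus 3 SD, cut at about 40% in these data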;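 also: 0% = stimulated DMSO wells and 100% = 10 µM reference inhibitor 5653914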
#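 System – HEK-293 cells with stable firefly luciferase reporter driven by four HIV NF-kB elements · Doses – one dose, 3 µM · Schedule – 1 h compound pre-incubation, 16 h PMA/ionomycin at 37 °C · Technique – luminescence from luciferase substrate reagent · Measure – percent inhibition normalized per plate to DMSO and reference-inhibitor controls · Replicates – tested once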
# Cdc25B inh: inhibitors of Cdc25B phosphatase catalytic domain, primary screen, biochemical, OMFP fluorescence | AID 368, 2006 | actives 0.1% (n = 65,000) | inhibition, %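 (compounds tested at 10 µM final in the well)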 | M-phase inducer phosphatase 2 (Homo sapiens), P30305 | recombinant Cdc25B, OMFP fluorescence Ex485/Em525; in the data active = inhibition above about 50%
# MMP13 inh: human MMP13 inhibitors, primary screen, biochemical, FRET peptide cleavage; MMP-13 fTHP FRET cleavage, Mca fluorescence; Collagenase 3 (Homo sapiens), P45452; actives 0.07% (n = 65,000); inhibition, % at 4 µM; AID 570, 2006;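 active = inhibition above the mean of compound-free control plate wells plus 3 SD, cut at about 14% in these data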;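 also: 0% = DMSO wells and 100% = wells with reference MMP-13 inhibitor after basal subtraction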
# ROCK2 inh: inhibitors of human ROCK2 kinase, primary screen, biochemical, high-throughput, luminescence; actives 0.35% (n = 60,000); purified ROCK2, Kinase-Glo ATP depletion luminescence; inhibition, % at 6 µM; Rho-associated protein kinase 2 (Homo sapiens), O75116;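 active = inhibition above the screen-wide mean inhibition plus 3 SD, cut at about 18% in these data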;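 also: plate controls were DMSO wells for no effect and Y-27632 control wells after no-enzyme background subtraction for full effect; many of its hits are not listed in these tables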
# Target sequence (O75116 whole entry, looked up): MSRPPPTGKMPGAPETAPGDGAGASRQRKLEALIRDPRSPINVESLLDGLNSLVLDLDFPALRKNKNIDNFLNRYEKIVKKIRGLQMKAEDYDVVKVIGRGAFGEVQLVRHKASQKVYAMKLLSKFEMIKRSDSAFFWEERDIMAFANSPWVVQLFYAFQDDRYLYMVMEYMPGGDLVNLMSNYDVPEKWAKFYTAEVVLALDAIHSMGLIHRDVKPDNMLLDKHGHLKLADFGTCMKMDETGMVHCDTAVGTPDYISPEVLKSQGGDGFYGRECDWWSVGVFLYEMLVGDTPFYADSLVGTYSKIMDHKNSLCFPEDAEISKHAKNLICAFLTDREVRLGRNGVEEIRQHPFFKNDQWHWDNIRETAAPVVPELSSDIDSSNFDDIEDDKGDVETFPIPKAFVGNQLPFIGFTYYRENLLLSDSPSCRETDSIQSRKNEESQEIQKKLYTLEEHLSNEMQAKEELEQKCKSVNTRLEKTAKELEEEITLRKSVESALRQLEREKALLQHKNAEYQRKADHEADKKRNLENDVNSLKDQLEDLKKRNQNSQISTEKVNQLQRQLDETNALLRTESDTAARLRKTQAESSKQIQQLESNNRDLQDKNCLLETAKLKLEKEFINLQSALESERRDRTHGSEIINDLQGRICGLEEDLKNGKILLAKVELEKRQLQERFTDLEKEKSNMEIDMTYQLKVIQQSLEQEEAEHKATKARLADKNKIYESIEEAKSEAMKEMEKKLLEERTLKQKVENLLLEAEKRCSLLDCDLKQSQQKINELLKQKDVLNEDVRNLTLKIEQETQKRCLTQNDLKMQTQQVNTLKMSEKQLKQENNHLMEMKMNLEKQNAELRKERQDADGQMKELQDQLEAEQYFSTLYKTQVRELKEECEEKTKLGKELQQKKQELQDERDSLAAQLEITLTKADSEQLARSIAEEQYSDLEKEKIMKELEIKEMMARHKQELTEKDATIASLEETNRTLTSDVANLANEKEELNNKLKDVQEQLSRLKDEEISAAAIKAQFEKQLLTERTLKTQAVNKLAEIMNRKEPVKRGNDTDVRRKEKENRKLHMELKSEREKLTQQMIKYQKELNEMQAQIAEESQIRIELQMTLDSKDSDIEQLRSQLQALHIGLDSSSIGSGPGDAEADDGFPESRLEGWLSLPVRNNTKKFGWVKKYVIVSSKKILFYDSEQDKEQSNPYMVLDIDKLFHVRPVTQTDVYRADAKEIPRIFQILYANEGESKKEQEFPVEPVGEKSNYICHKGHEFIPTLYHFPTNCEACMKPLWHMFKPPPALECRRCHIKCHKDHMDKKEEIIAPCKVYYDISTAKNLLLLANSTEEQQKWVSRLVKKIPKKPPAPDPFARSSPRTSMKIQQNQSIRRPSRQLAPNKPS
# DUSP1 inh: MKP-1 phosphatase inhibitors, primary screen, biochemical, in vitro; Dual specificity protein phosphatase 1 (Homo sapiens), P28562; recombinant MKP-1, OMFP hydrolysis fluorescence; inhibition, %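 (compounds tested at a single concentration somewhere between 10 and 100 µM)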; actives 0.15% (n = 65,000);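 active = inhibition above about 50%, limit read from the data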;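 also: 0% = DMSO max control wells and 100% = wells with enzyme stopped by NaOH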
# JNK3 blocker: JNK3 kinase activity inhibitors, primary screen, biochemical, human, purified enzyme | actives 0.61% (n = 60,000) | AID 746, 2007 | Mitogen-activated protein kinase 10 (Homo sapiens), P53779 | HTS | inhibition, % at 8 µM; in the data active = inhibition above about 17%;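 also: 0% = DMSO and 100% = reference inhibitor; many of its hits are not listed in these tables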
# The depositor's hits bear a star; / = not tested or not shown; [ ] = another dose, or the depositor's remark. Compounds as they come; 1.9% or so of the library scored in one or more.
mol	JNK3 blocker	Jurkat viability	HEK293 NFkB inh	TNAP act DEA	DUSP1 inh	ROCK2 inh	PKA kinase inh	Cdc25B inh	MMP13 inh
Cc1ccc2c(c1)NC(=O)C(CC(=O)NCCN(C)C)O2 (configuration not stated)	-2	-2	9	1	0	4	2	8	2
CC(C)(C)c1ccc(S(=O)(=O)N2CCCCC2C(=O)NCc2ccccn2)cc1 (configuration not stated)	-5	2	2	1	9	5	6	-11	3
CCc1ccc(NC(=O)CN(c2ccc3c(c2)OCO3)S(=O)(=O)c2c(C)noc2C)cc1	1	-2	15	1	-1	4	2	-7	4
CCn1c(C(=O)OC)cc2c1ccn2-c1ccc(F)cc1	2	2	-9	0.9	3	1	3	-8	-5
Cc1cc2c(=O)n(CC(=O)NCC(=O)N3CCN(Cc4ccccc4)CC3)cnc2s1	-2	6	12	0.9	1	-6	-9	2	2
Cc1ccsc1C(=O)Nc1ccc(C(=O)O)cc1	/	/	9	1	13	/	-3	-8	0
CCc1cc2c(SCC(=O)c3cccs3)ncnc2s1	3	-1	-12	0.9	-5	1	2	-6	4
CCOC(=O)C1CCN(C(=O)Nc2ccc(OC)c(OC)c2)CC1	-1	-1	5	1	1	-6	1	-12	4
Cc1ccc(C(c2nnnn2C(C)(C)C)N2CCc3ccccc3C2)cc1 (configuration not stated)	6	-8	3	0.9	-16	8	7	3	3
CCOc1ccc(-n2nc(C(=O)N3CCOCC3)c3ccccc3c2=O)cc1	-2	-4	-1	1	-5	8	8	-21	4
CCOC(=O)C1=C(C)NC(=O)C1(NC(=O)c1cccnc1)C(F)(F)F (configuration not stated)	0	-9	20	0.9	7	5	-2	1	-2
COc1ccc(-c2cc(C(F)(F)F)nc(SCC(=O)N3CC(C)OC(C)C3)n2)cc1OC (configuration not stated)	-11	0	2	0.9	1	1	10	-8	-7
CCCN(Cc1ccccc1)S(=O)(=O)c1ccc(N2C(=O)CCC2=O)cc1	-8	-7	26	0.9	9	1	6	4	6
COc1ccc(CCN2C(=O)C(O)=C(C(=O)c3ccco3)C2c2cccs2)cc1OC (configuration not stated)	12	6	5	0.9	-3	4	8	13	-2
Cn1c(N)c(C(=O)COC(=O)CCC(=O)c2cccs2)c(=O)n(C)c1=O	4	3	10	1	18	-1	4	-13	-4
O=C(CN1CCC(c2nc3ccccc3[nH]2)CC1)NCc1ccc2c(c1)OCO2	-4	1	1	0.9	-5	-2	-1	3	-1
CC(C)Cn1cc(C(=O)NCC2CCCO2)c2c3ccccc3n(C)c2c1=O (configuration not stated)	4	8	19	1	21	-4	-8	-3	-47
COCc1nc2ccccc2n1Cc1ccccc1	/	/	4	1	23	/	-6	-12	2
O=C(COC(=O)c1ccccc1Oc1ccccc1)NCc1ccco1	/	/	14	0.9	23	/	1	-12	5
Clc1cccc(-c2nn3c(-c4cccc(Cl)c4)nnc3s2)c1	-9	/	/	0.8	-9	3	7	11	-4
CCOc1ccccc1Oc1c(C)oc2c(CN3CCN(CCO)CC3)c(O)ccc2c1=O	-5	2	5	1	3	-2	2	-9	-268[fluorescence artefact?]
O=C(NCc1ccccn1)c1ccc(/C=N/O)nc1	4	1	9	0.9	15	1	2	27	0
O=C(O)CSc1nc2ccc(Cl)cc2[nH]1	9	1	8	0.9	-5	-6	-2	9	0
Cc1nnc(SCCN2CCOCC2)n1-c1cccc(Cl)c1	1	-4	15	0.9	0	-2	-1	-6	-2
Cc1cccc(OCc2nnc(SCC(=O)N3CCN(C(=O)c4ccco4)CC3)n2C)c1C	-4	1	6	0.9	-9	3	13	4	2
CC(C)(C)NC(=O)C(c1ccco1)N(Cc1ccc2c(c1)OCO2)C(=O)Cn1nnc2ccccc21 (configuration not stated)	-2	8	23	1	29	-7	-3	2	2
COC(=O)C1(C)NC(c2cccs2)C2C(=O)N(c3ccc(F)cc3)C(=O)C21 (configuration not stated)	5	2	-1	0.9	-18	3	7	-19	-6
COc1ccc(NC(=O)C2=C(C)Nc3ncnn3C2c2ccccc2C(F)(F)F)c(OC)c1 (configuration not stated)	3	-14	6	1	5	7	11	2	1
CCC1c2ccc(C)n2CCN1C(=O)Nc1ccccc1OC (configuration not stated)	-2	2	16	0.9	6	4	9	-5	-2
CC1(C)NC(=O)N(CC(O)COc2ccc(N3C(=O)c4ccccc4C3=O)cc2)C1=O (configuration not stated)	4	0	-5	0.9	13	0	-5	-1	-8
CCn1cc(C(=O)O)c(=O)c2cc(F)c(N3CCN(C(=O)Nc4ccccc4)CC3)cc21	2	7	16	0.9	-4	8	10	0	-17
CC1CCCN(CCCNC(=O)CCn2nc(-c3ccccc3)ccc2=O)C1 (configuration not stated)	3	-3	19	1	33	3	2	19	-4
COc1ccccc1C(=O)Nc1ccc(N2CCN(S(C)(=O)=O)CC2)cc1	-8	-1	4	0.9	-19	4	14	-12	3
O=C(COC(=O)c1ccco1)NCc1cccs1	-10	4	10	0.9	10	1	0	-12	-2
COc1cc2c(cc1NC(=O)Cn1cnc3c1c(=O)n(C)c(=O)n3C)oc1ccccc12	6	4	2	1	44	6	4	-1	0
O=C(NCCN1CCOCC1)c1ccc(CS(=O)(=O)c2ccc(Cl)cc2)o1	1	-6	6	0.9	6	6	11	-10	6
COc1cc(NC(=O)c2cccs2)c(C(=O)OCC(=O)NCc2ccco2)cc1OC	-6	0	-5	1	41	-3	-1	-12	0
CCS(=O)(=O)N1CCC(C(=O)NCc2ccccc2OC)CC1	-1	4	18	0.9	2	1	11	-10	4
Nc1nc(-c2cccnc2)nn1C(=O)Cc1ccccc1	2	-6	2	0.9	-2	3	4	1	-2
CC(=O)Cc1nsc(Nc2ccc3c(c2)OCCO3)n1	/	/	-22	0.9	21	/	-5	-12	2
Fc1ccccc1-c1nc(-c2ccccc2)no1	-3	-1	-57	0.8	-3	-2	-1	-11	-2
CN1CCN(c2cc3c(c4c2[nH]c2ccccc24)C(=O)CC(C)(C)C3)CC1	-12	10	22	0.6	-10	-3	6	-8	-35
Cc1cc(C)n2nc3nc4c(cc3c2n1)CCCC4	/	/	1	0.9	3	/	7	-5	-59[fluorescence artefact?]
Cc1ccc(NC(=O)CN(C)S(=O)(=O)c2cccc3nsnc23)cc1Cl	-1	-1	2	0.8	-7	3	8	-12	8
c1ccc(-c2cc(N3CCCCC3)ncn2)cc1	7	-2	-7	0.9	5	6	7	-5	4
COCCN1C(=O)c2oc3c(C)cc(C)cc3c(=O)c2C1c1cccc(O)c1 (configuration not stated)	-4	3	7	0.8	2	-3	2	-1	3
CC1CCN(C(=O)CSc2nnc(Cc3cccn3C)n2-c2ccc(F)cc2)CC1	3	-4	-1	1	-7	1	1	-8	0
Cn1c(=O)c2c(nc(N3CCN(Cc4ccccc4)CC3)n2CC(=O)c2ccccc2)n(C)c1=O	0	/	/	0.9	18	4	4	2	2
CCN(CCNC(=O)C1CCN(Cc2nc(-c3cccc(Cl)c3)oc2C)CC1)c1ccccc1	0	7	-4	1.1	27	-4	4	-36	-8
COc1ccc(-c2noc(-c3ccccc3C(=O)NCc3ccco3)n2)cc1OC	2	0	2	1.1	-2	2	2	-9	-4
COc1cccc(N2CCN(C(=O)c3[nH]c(C)c(C(C)=O)c3C)CC2)c1	5	91*	31	1	-2	2	6	1	4
CCn1ncc(C2=NOC(C(=O)Nc3cccnc3)C2)c1C (configuration not stated)	7	-1	4	1	3	4	6	-6	5
COc1cc(C2C(C(=O)c3ccc(C)o3)=C(O)C(=O)N2CCc2ccccc2)ccc1O (configuration not stated)	/	/	13	1	9	/	6	-2	-4
O=C(c1ccccc1)C1C(=O)c2ccccc2C1=O	3	-2	9	1	1	4	4	0	2
CCN(C(=O)CN1CCN(c2ccccc2OC)CC1)c1c(N)n(Cc2ccccc2)c(=O)[nH]c1=O	-5	-1	6	0.9	5	-1	-6	-11	-1
COc1ccc(CCN=CC2=C(O)CCCC2=O)cc1OC	9	0	16	1	-3	8	7	-6	-1
COc1ccc2nc(NC(=O)C3CCCN(S(=O)(=O)c4cccc5nsnc45)C3)sc2c1 (configuration not stated)	1	-4	9	0.9	22	5	9	-16	1

# Copied from the entries so far (three entries):
mol	JNK3 blocker	Jurkat viability	HEK293 NFkB inh	TNAP act DEA	DUSP1 inh	ROCK2 inh	PKA kinase inh	Cdc25B inh	MMP13 inh
CCN(C(=O)CN1CCN(c2ccccc2OC)CC1)c1c(N)n(Cc2ccccc2)c(=O)[nH]c1=O	-5	-1	6	0.9	5	-1	-6	-11	-1
COc1ccc(CCN=CC2=C(O)CCCC2=O)cc1OC	9	0	16	1	-3	8	7	-6	-1
COc1ccc2nc(NC(=O)C3CCCN(S(=O)(=O)c4cccc5nsnc45)C3)sc2c1 (configuration not stated)	1	-4	9	0.9	22	5	9	-16	1

# Of the compounds above, these contain a thiophene ring, fused or not.
mol	JNK3 blocker	Jurkat viability	HEK293 NFkB inh	TNAP act DEA	DUSP1 inh	ROCK2 inh	PKA kinase inh	Cdc25B inh	MMP13 inh
Cc1cc2c(=O)n(CC(=O)NCC(=O)N3CCN(Cc4ccccc4)CC3)cnc2s1	-2	6	12	0.9	1	-6	-9	2	2
Cc1ccsc1C(=O)Nc1ccc(C(=O)O)cc1	/	/	9	1	13	/	-3	-8	0
CCc1cc2c(SCC(=O)c3cccs3)ncnc2s1	3	-1	-12	0.9	-5	1	2	-6	4
COc1ccc(CCN2C(=O)C(O)=C(C(=O)c3ccco3)C2c2cccs2)cc1OC (configuration not stated)	12	6	5	0.9	-3	4	8	13	-2
Cn1c(N)c(C(=O)COC(=O)CCC(=O)c2cccs2)c(=O)n(C)c1=O	4	3	10	1	18	-1	4	-13	-4
COC(=O)C1(C)NC(c2cccs2)C2C(=O)N(c3ccc(F)cc3)C(=O)C21 (configuration not stated)	5	2	-1	0.9	-18	3	7	-19	-6
O=C(COC(=O)c1ccco1)NCc1cccs1	-10	4	10	0.9	10	1	0	-12	-2
COc1cc(NC(=O)c2cccs2)c(C(=O)OCC(=O)NCc2ccco2)cc1OC	-6	0	-5	1	41	-3	-1	-12	0

# Screening results from PubChem.
